MBD2 DNA inh: MBD2-methylated oligo binding inhibition. TR-FRET, MBD2 binding to methylated oligonucleotide. inhibition, % at 4.4 µM. 370,000 tested, 0.31% active. AID 686964; in the data active means inhibition above about 13%
ABHD4 inh: inhibits mouse alpha/beta hydrolase domain 4 | inhibition, % at 8.92 µM | 370,000 tested, 0.54% active | Q8VD66 | purified mABHD4, FP-Rh probe fluorescence polarization;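 active means inhibition exceeding the mean over every tested compound plus 3 SD, cut at about 30% in these data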;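 further: 0% = plate median of compound wells and 100% = S159A mutant with DMSO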
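Test system: mABHD4 protein | Buffer or medium: HEPES pH 7.0 buffer, 150 mM NaCl, 0.01% Pluronic F-127 | Probe or stimulus: FP-Rh fluorescent activity-based probe, added after compound pre-incubation | Timing: Pre-incubation 45 min, probe exposure 60 min, at 25 °C | Technique: Fluorescence polarization, excitation 525 nm, emission 598 nm, BODIPY TMR filters | Repeats: Single well per compound (singlicate)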
SIAE primary: inhibitors of human sialic acid acetylesterase SIAE | Q9HAT2 | SIAE FP-Rh probe binding, fluorescence polarization | inhibition, % at 9.66 µM | 370,000 tested, 0.69% active;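 active means inhibition above a cutoff: mean of compounds within the control limits plus 3 SD of those, cut at about 17% in these data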;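 further: 0% = plate median of compound wells and 100% = probe without SIAE protein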
TCR-CD3 inh: inhibitors of human TCR-CD3 interaction; TAMRA-labeled TCR probe fluorescence, biochemical; inhibition, % at 9.4 µM; 360,000 tested, 0.37% active; in the data active means inhibition above about 19%;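 further: recombinant mutant TCR 2C K166C tagged with TAMRA read by polarization; 0% = receptor in buffer alone and 100% = receptor with positive control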
TDP2 inh: TDP2 (human) inhibition, absorbance primary screen. recombinant TDP2, T5PNP hydrolysis, p-nitrophenol absorbance 415 nm. O95551. 370,000 tested, 0.34% active. inhibition, % at 12.8 µM;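 active means inhibition above the mean of all tested compounds plus 3 SD, set per campaign, cut at about 25% in these data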;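 further: 0% = DMSO with enzyme and 100% = buffer with substrate but no TDP2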
Target sequence (O95551 whole entry, looked up): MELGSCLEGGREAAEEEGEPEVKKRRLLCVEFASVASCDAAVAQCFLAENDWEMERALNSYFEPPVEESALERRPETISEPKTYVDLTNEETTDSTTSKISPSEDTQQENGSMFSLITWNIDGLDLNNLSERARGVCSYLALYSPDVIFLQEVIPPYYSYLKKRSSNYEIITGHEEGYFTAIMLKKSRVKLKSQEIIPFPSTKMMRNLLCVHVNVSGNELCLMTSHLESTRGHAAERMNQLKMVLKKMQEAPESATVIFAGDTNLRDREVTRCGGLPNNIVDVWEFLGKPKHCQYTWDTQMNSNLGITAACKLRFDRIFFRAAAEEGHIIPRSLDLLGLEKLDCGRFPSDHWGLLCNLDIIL
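test system = human TDP2 enzyme | input = TDP2 enzyme at 120 nM final | medium = 50 mM Tris-HCl pH 7.5 with Mg2+, KCl, DTT, BSA | also added = T5PNP substrate, 5 mM | times = 2 h at 37 °C | technique = epi absorbance | benchmarks = high control without enzyme, low control DMSO plus TDP2 | replication = each compound tested once, singlicate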
NPR2 activator: GC-B (human) receptor activation. 370,000 tested, 0.11% active. activation, % at 10 µM. P20594. HEK293-GC-B cells, CNP EC30, cGMP TR-FRET; 0% at EC30 CNP, 100% saturating CNP;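 active means activation at 10 µM reaching about 35% in either raw or pattern-adjusted values, limit read from the data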
rCAG binder: molecules binding r(CAG) RNA repeats | r(CAG) RNA repeat, TO-PRO-1 dye displacement fluorescence | inhibition, % at 3 µM | 370,000 tested, 1.3% active | AID 651821;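 active means inhibition above the plate cutoff, the mean of all test compounds on that plate plus 3 SD, cut at about 35% in these data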;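 further: 0% = DMSO alone and 100% = 100 µM mitoxantrone as full dye displacement; higher means more dye released from RNA so lower well fluorescence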
PRMT1 FP inh: PRMT1 (human) inhibition, primary screen; Q99873; recombinant PRMT1, activity-based probe fluorescence polarization; inhibition, % at 2.79 µM; 370,000 tested, 1.3% active; AID 652257;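 active means inhibition above about 21% made by adding two undisclosed values, limit read from the data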
HTRA1 inh: blocks human HTRA1 serine peptidase; Q92743; recombinant HTRA1, FP-rhodamine activity-based probe, fluorescence polarization; inhibition, % at 5.96 µM; 340,000 tested, 0.5% active; in the data active means inhibition above about 36%;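 further: 0% = enzyme with DMSO and 100% = wells lacking enzyme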
Target sequence (Q92743 whole entry, looked up): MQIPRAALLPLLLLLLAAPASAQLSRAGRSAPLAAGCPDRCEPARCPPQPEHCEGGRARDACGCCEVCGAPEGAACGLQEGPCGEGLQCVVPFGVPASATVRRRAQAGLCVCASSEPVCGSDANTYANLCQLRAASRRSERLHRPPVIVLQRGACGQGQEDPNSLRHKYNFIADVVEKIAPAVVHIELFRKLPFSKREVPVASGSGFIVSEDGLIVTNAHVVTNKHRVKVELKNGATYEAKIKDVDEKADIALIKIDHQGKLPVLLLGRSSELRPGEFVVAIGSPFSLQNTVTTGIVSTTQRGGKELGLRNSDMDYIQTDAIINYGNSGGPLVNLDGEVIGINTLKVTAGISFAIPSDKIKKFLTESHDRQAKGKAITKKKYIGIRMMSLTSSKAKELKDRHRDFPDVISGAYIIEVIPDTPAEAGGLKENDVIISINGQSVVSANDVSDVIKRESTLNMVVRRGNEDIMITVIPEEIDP
LEDGF integ inh: blocks HIV-1 LEDGF/p75-dependent DNA integration; TR-FRET IN-LEDGF/p75 DNA integration, Eu/Cy5; 370,000 tested, 0.64% active; AID 743269; inhibition, % at 3.7 µM;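 active means inhibition above the screen-wide mean plus 3 SD, cut at about 13% in these data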;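 further: signal is the Cy5 over europium emission ratio at 671 and 618 nm; 0% = plate median of compound wells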
* hit, by the source's call; · = not tested or not shown.

The line under a structure holds: MBD2 DNA inh | ABHD4 inh | SIAE primary | TCR-CD3 inh | TDP2 inh | NPR2 activator | rCAG binder | PRMT1 FP inh | HTRA1 inh | LEDGF integ inh
O=C(CSc1nc2ccccc2c(=O)n1-c1ccc(F)cc1F)NC1CC1
    3.9 | -2.5 | -0.2 | -9.3 | -4.0 | 6.0 | 0.9 | 2.0 | 2.0 | -4.9
Cc1ccc(-c2nn3c(C)nnc3s2)cc1NC(=O)c1cccnc1
    1.2 | -6.0 | -0.1 | 2.0 | -5.9 | 3.8 | 2.0 | 5.7 | 8.3 | 1.6
COc1ccc(/C=N/NC(=O)C2COc3ccccc3O2)cc1OC (stereo not given)
    -6.7 | 1.3 | -0.8 | 3.5 | -4.9 | 3.9 | -1.4 | -1.4 | -10.7 | -6.9
C=CCc1cccc(OC)c1OCCOCCn1ccnc1
    -2.1 | -0.4 | -1.7 | 1.3 | -14.0 | -2.1 | -0.4 | -2.7 | -2.2 | 2.8
Cc1ccc(C(=O)Nc2ccccc2C(=O)N2CC3(C)CC2CC(C)(C)C3)cc1 (stereo not given)
    3.2 | -2.6 | -8.2 | 5.4 | 1.3 | 4.1 | -8.8 | 0.8 | -13.3 | 1.6
Cc1cc(C)n(-c2nc3ccccc3c(=O)n2OCC(=O)N(C)C)n1
    -3.3 | -0.2 | 1.9 | 0.1 | 7.3 | 5.2 | -1.4 | -5.4 | -1.8 | 4.2
COc1ccc(-n2c(SCC(=O)NNC(=S)Nc3ccccc3)nc3ccccc3c2=O)cc1
    7.1 | -2.5 | -7.0 | · | -5.5 | -3.3 | 49.6* | 7.9 | · | -2.4
CCN(CC)S(=O)(=O)c1ccc(C(=O)NCc2ccc3c(c2)cc(C)n3C)cc1
    3.6 | 104.1* | 28.3* | 73.9* | -17.5 | 0.5 | 18.0 | 17.9 | -0.2 | 6.6
COc1cccc(Sc2ccccc2/C=N/NC(N)=O)c1
    0.3 | -0.3 | -2.9 | -2.0 | -13.0 | -3.2 | -3.0 | -1.2 | -3.0 | 3.1
N/C(=N\OC(=O)/C=C/c1ccccc1Cl)c1ccncc1
    -3.7 | -5.4 | -10.3 | 4.4 | 12.5 | -4.5 | -6.6 | -2.5 | -4.4 | 1.0
CCCN[C@@H]1C(=O)N2C(C(=O)OCCC)=C(C)CS[C@H]12
    1.1 | 0.1 | -5.3 | -1.5 | -6.1 | -2.8 | 0.5 | 10.4 | -5.2 | 1.5
CCn1cc(C(=O)NCCO)c(=O)c2cc(F)c(N3CCN(C)CC3)cc21
    -0.1 | 2.8 | -1.5 | -1.2 | -7.1 | 2.4 | -5.6 | 4.1 | 9.4 | -2.1
CCOCCCNS(=O)(=O)c1cc(Br)cc2c1N(C(=O)C1CC1)CC2
    -1.5 | 8.0 | -10.0 | 5.7 | 2.9 | 3.0 | -3.2 | -2.6 | -5.8 | 1.4
Cc1cccc(/C(N)=N/OC(=O)c2ccco2)c1
    1.7 | 7.2 | 0.6 | 7.3 | -8.6 | -4.5 | -0.6 | -3.5 | -5.5 | -2.1
O=C(Cc1cccc(F)c1F)NC1CCCN(Cc2ccc(Cl)cc2)C1 (stereo not given)
    3.2 | 3.9 | -0.9 | -2.8 | -7.1 | 0.2 | -7.8 | 0.5 | -1.8 | -3.5
COCCNC(=O)COc1ccccc1C
    -3.2 | -1.4 | 5.0 | -5.2 | 0.7 | 0.2 | 0.7 | -3.7 | -0.9 | 1.3
CC1(c2nnnn2Cc2ccccc2)CCCC(=O)N1Cc1cccs1 (stereo not given)
    -0.8 | -0.6 | -2.8 | · | 1.3 | 2.5 | 1.4 | -3.2 | · | 1.9
CCc1nnc(NC(=O)[C@@H](NC(=O)c2ccc(OC)cc2)C(C)C)s1
    -5.7 | 2.3 | -1.0 | 6.2 | 6.1 | -2.9 | -1.2 | -3.5 | 2.3 | 4.6
COc1cc(COC(=O)Oc2ccc(CNC(C)=O)cc2OC)c([N+](=O)[O-])cc1OC
    2.1 | -3.7 | -3.1 | -3.2 | -5.8 | 1.2 | -2.7 | -0.7 | 3.9 | 1.8
O=C(C[C@H]1C[C@H](C(=O)N2CCOCC2)[C@@]2(CCC3CCCC3)c3[nH]c4cc(-c5ccco5)ccc4c3CCN2C1=O)NCCCn1ccnc1
    5.4 | 5.5 | 14.0 | -8.5 | -2.0 | -1.7 | 12.6 | 8.5 | 19.1 | -0.7
Nc1nc(=S)ss1
    2.0 | 5.1 | -0.2 | -0.4 | 7.2 | 10.4 | 1.8 | -6.6 | 2.4 | -1.7
CN1C(=O)C2(C(C#N)=C(N)N(c3ccc(Cl)cc3)C3=C2C(=O)CC(C)(C)C3)c2ccccc21 (stereo not given)
    -5.3 | -0.6 | 1.9 | 5.7 | -4.0 | -4.3 | -1.7 | -3.4 | -0.9 | -4.2
C=CC1=CCN(S(=O)C(C)(C)C)[C@H]1CCO (stereo not given in full)
    -0.6 | -5.6 | 1.8 | 6.0 | -6.1 | 9.2 | 2.9 | -9.1 | 3.6 | 4.3
CSc1cccc(NC(=O)C2CC(=O)N(Cc3ccccc3)C2)c1 (stereo not given)
    6.9 | 3.5 | -3.2 | -6.5 | -0.6 | -7.5 | -1.6 | 3.0 | -3.2 | -4.5
O=C(c1ccco1)N(Cc1cccc(Cl)c1)C1CCS(=O)(=O)C1 (stereo not given)
    7.5 | -4.6 | 3.6 | -8.2 | -1.7 | 1.1 | -3.8 | 0.0 | 5.2 | -2.2
Cc1ccc2c(c1)N(CCC(=O)NCC1COc3ccccc3O1)C(=O)CO2 (stereo not given)
    0.6 | -2.9 | -9.5 | 2.3 | -4.1 | -5.6 | -5.4 | -0.6 | -11.1 | -1.9
Cc1ccc(C(=O)O/N=C(\N)c2nonc2N)cc1
    2.5 | -18.6 | -2.5 | -0.5 | -2.4 | 3.1 | 0.6 | 2.8 | -1.8 | -1.6
CCNc1nc(NC(C)(C)C)nc(N2CCCCC2)n1
    0.1 | 18.7 | 10.7 | 9.2 | -6.6 | 3.6 | -7.9 | -4.4 | -4.8 | 2.7
CCCOc1ccc(C(=O)CCC(=O)Nc2ccc(N3CCN(C)CC3)cc2)cc1
    2.5 | 0.7 | 4.3 | 1.6 | -4.1 | 0.5 | 3.9 | -2.1 | 2.6 | -0.3
O=C1C2C3C=CC(C4CC34)C2C(=O)N1Cc1ccco1 (stereo not given)
    -4.0 | 8.4 | -2.9 | -4.1 | -13.9 | 5.2 | 1.9 | 3.0 | 3.8 | -6.2
C[C@H]1CN([C@@H](C)CO)C(=O)c2c(c3ccccc3n2C)-c2ccccc2CO[C@H]1CN(C)C(=O)[C@@H]1CCCN1C
    0.1 | 0.3 | 1.0 | -6.4 | 2.4 | 1.7 | 6.1 | 0.3 | -1.7 | -4.3
CN1C[C@@H]2C(c3ccc(C(F)(F)F)cc3)C3(c4cccnc4)CC2(C3)[C@H]1c1ccccc1 (stereo not given in full)
    -1.3 | 2.9 | -0.9 | 0.1 | 5.0 | -6.2 | -5.3 | 0.2 | -15.7 | -0.1
O=C(CN1CCCCCC1)Nc1ccccc1[N+](=O)[O-]
    -6.1 | 7.7 | 12.8 | 3.3 | 10.1 | 6.0 | -3.7 | 1.1 | 4.5 | 1.5
COc1cc2[nH]c(=O)c(C(=O)NCc3ccccc3Cl)c(O)c2cc1OC
    3.2 | -4.3 | 3.9 | -2.6 | 16.4 | -9.6 | 0.6 | -2.1 | -4.7 | -2.0
O=C(O)C(Cc1cccs1)c1cccs1 (stereo not given)
    4.1 | -1.4 | 4.3 | -5.0 | -7.2 | -2.3 | 2.5 | -3.0 | 0.3 | 1.8
Nc1ncccc1OCc1ccc(Br)cc1
    0.1 | 5.1 | 6.1 | -4.9 | 0.1 | 0.8 | -3.9 | 0.6 | 5.9 | -4.0
O=C(O)c1ccc(NCc2nc3ccccc3n2Cc2ccccc2F)cc1
    5.6 | -17.1 | -0.6 | -0.2 | -19.1 | 3.4 | 9.3 | 5.5 | -2.8 | -4.2
CCN1CCN(C(=O)/C=C/c2ccc([N+](=O)[O-])cc2)CC1
    1.4 | 4.0 | -0.6 | -0.3 | 5.6 | 5.7 | -4.1 | 2.2 | 0.9 | 1.1
COc1ccc2[nH]c3c(=O)n(CCN4CCOCC4)cnc3c2c1
    3.1 | 2.6 | -0.1 | 0.6 | 9.7 | -1.4 | -1.9 | -0.2 | 4.5 | -2.3
c1cncc(-c2nn3c(Cn4nnc5ccccc54)nnc3s2)c1
    -5.8 | -2.5 | 11.3 | -7.5 | -6.9 | -3.5 | 3.9 | 9.0 | 1.4 | 9.6
Cc1ccc(-c2cnc3c(c2)C(=O)N([C@H](C)CO)C[C@H](C)[C@@H](CN(C)Cc2ccccc2F)O3)cc1
    -1.2 | 1.3 | -3.2 | -6.3 | -8.6 | 0.8 | 1.8 | 1.8 | -17.8 | -5.2
COc1ccc(C2c3c(-c4ccccc4O)n[nH]c3C(=O)N2Cc2ccco2)cc1OC (stereo not given)
    -9.0 | -1.1 | -1.7 | 5.8 | 1.9 | -12.0 | 3.1 | -1.7 | -10.8 | 1.5
COc1ccc2nc(NC(=O)c3ccc(NS(=O)(=O)c4cccs4)cc3)sc2c1
    5.2 | -42.5 | -24.7 | -1.1 | 0.6 | -4.8 | 64.8* | 5.0 | -54.0 | -1.2
CCn1c(O)c(N=NC(=O)CNC(=O)Cc2ccccc2)c2ccccc21
    -2.6 | -9.1 | 1.8 | 0.3 | 0.3 | -3.0 | 1.9 | 4.7 | 1.6 | 1.1
CN1CCC(=O)N([C@H](CN=[N+]=[N-])c2ccccc2)CC1
    -4.0 | -0.3 | -0.8 | -5.9 | -9.9 | 4.1 | -2.2 | 2.0 | 5.7 | 2.4
CCc1nnc(NC(=O)CSc2nnc(Cc3ccccc3)n2-c2ccc(OC)cc2)s1
    -0.4 | 4.0 | 2.2 | 5.4 | -3.5 | -0.4 | 0.2 | -1.2 | -5.4 | -4.0
COc1ccc(CCNC(=O)c2ccc(OCC(=O)N3CCOCC3)c(OC)c2)cc1OC
    -4.5 | -2.5 | -3.3 | 7.2 | 1.9 | 5.2 | -5.9 | 0.7 | 0.7 | 3.5

Quoted at random: 2 compounds from above.
The line under a structure holds: MBD2 DNA inh | ABHD4 inh | SIAE primary | TCR-CD3 inh | TDP2 inh | NPR2 activator | rCAG binder | PRMT1 FP inh | HTRA1 inh | LEDGF integ inh
CN1CCC(=O)N([C@H](CN=[N+]=[N-])c2ccccc2)CC1
    -4.0 | -0.3 | -0.8 | -5.9 | -9.9 | 4.1 | -2.2 | 2.0 | 5.7 | 2.4
O=C(O)c1ccc(NCc2nc3ccccc3n2Cc2ccccc2F)cc1
    5.6 | -17.1 | -0.6 | -0.2 | -19.1 | 3.4 | 9.3 | 5.5 | -2.8 | -4.2

High-throughput results as filed in PubChem BioAssay.

The list is partial, so the mix of outcomes need not match the whole.
